Bioassay records (PubChem)
A3G deaminase: inhibitors of human APOBEC3G DNA deaminase; 0.28% of 330,000 active; inhibition, % at 20 µM; recombinant A3G, ssDNA deamination FAM/TAMRA fluorescence;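 active means inhibition of at least 40% at 20 µM, with no more than 30% in the related APOBEC3A deaminase screen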;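 further: plate controls were DMSO wells with A3G for no effect and wells lacking A3G enzyme for full effect; some compounds called inactive have numbers as strong as hits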
Target sequence (Q9HC16 whole entry, looked up): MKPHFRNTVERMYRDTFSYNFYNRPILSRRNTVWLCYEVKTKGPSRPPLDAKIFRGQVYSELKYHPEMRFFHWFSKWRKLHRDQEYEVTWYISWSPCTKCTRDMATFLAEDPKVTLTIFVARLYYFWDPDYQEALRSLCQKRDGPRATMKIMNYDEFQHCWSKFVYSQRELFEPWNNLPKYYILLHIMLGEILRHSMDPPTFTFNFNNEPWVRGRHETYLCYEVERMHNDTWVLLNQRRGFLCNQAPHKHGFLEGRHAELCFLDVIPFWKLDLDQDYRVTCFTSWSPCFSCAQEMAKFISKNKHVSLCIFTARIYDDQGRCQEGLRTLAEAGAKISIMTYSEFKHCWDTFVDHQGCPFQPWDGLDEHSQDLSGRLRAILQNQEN
beta cell repl: inducers of beta-cell replication in MIN6 cells; MIN6 cells proliferation, ATPlite luminescence, 48 h; cells starved in 0.2% serum; 100% = growth in 10% serum; proliferation, % at 10 µM; 0.29% of 330,000 active; AID 2380;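 active means compounds whose signal lies at least 3.5 SD above the mean of all wells on their plate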;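 further: 0% = DMSO-treated cells in low-serum medium and 100% = 10% serum control; some compounds called inactive have numbers as strong as hits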
tim10-1 inh: tim10-1 yeast growth inhibition; 2.2% of 330,000 active; AID 463190; S. cerevisiae tim10-1 ts strain growth, BacTiter-Glo, 24 h; inhibition, % at 20 µM;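 active means inhibition of at least 40%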;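 further: mutant grown at 25 °C; 0% = DMSO wells with yeast and 100% = wells holding no yeast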
hIAP inh: human IAP inhibition; P09923; inhibition, % at 10 µM; 0.12% of 330,000 active; AID 2544; purified IAP, CDP-Star luminescence, 30 min;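 active means inhibition reaching a set limit with compound at 10 µM in the primary screen, cut at about 35% in these data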;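 further: plate controls were DMSO wells with enzyme for no effect and no-enzyme buffer wells for full effect; values of inactives mirror those of a sister screen read the other way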
Target sequence (P09923 whole entry, looked up): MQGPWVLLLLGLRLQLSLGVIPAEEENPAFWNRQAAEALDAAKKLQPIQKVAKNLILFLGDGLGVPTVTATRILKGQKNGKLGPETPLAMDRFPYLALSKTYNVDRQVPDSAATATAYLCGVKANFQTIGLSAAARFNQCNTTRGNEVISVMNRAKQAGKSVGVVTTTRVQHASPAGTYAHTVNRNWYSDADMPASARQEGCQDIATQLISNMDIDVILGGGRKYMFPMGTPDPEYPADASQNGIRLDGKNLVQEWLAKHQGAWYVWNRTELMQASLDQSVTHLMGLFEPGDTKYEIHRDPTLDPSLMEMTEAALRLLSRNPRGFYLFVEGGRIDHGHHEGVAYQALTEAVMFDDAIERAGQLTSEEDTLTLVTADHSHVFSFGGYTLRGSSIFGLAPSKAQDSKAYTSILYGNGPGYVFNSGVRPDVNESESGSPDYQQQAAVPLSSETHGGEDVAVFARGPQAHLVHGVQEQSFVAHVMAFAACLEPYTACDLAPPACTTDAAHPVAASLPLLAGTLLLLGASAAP
NLRP3 yeast inh: blocks the NALP3 inflammasome reconstituted in yeast; 0.39% of 330,000 active; AID 2825; Yeast reconstituted NLRP3/ASC/caspase-1, beta-gal luminescence, 24 h; inhibition, % at 10 µM;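 active means inhibition of 50% or more; inactive means inhibition below 50%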;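 further: plate controls were induced DMSO wells for no effect and uninduced yeast grown without galactose for full effect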
TIM10 inh: inhibits growth of TIM10 yeast strain; S. cerevisiae TIM10 strain growth, BacTiter-Glo luminescence, 24 h; inhibition, % at 10 µM; 1.4% of 330,000 active; AID 463195;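 active means inhibition of 40% or more at the single tested concentration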;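 further: wild-type TIM10 isogenic control strain grown at permissive 25 °C; 0% = DMSO yeast wells and 100% = minimal medium wells without yeast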
A3A deaminase: inhibitors of human APOBEC3A DNA deaminase | AID 493011 | inhibition, % at 20 µM | P31941 | 0.41% of 330,000 active | recombinant A3A, FAM/TAMRA ssDNA deamination fluorescence;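 active means at least 40% inhibition at 20 µM here, with at most 30% in a related deaminase screen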;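 further: plate controls were A3A with DMSO for no effect and wells lacking A3A enzyme for full effect; some results filed as inactive read as strong as hits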
Target sequence (P31941 whole entry, looked up): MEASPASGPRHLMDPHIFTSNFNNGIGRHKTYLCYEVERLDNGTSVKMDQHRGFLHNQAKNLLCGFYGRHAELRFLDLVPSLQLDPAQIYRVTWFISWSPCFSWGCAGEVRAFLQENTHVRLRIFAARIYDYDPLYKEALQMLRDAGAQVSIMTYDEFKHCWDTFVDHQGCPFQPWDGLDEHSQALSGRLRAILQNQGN
mIAP inh: mouse IAP inhibition; purified mouse IAP, CDP-Star luminescence, 30 min; inhibition, % at 10 µM; 0.2% of 330,000 active; AID 2806;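 active means inhibition of at least 40% at 10 µM in the primary screen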;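 further: plate controls were DMSO with enzyme for no effect and no enzyme wells for full effect; values of inactives mirror those of a sister screen read the other way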
mIAP act: increases mouse intestinal alkaline phosphatase activity | activation factor at 10 µM | 0.24% of 330,000 active | muIAP, CDP-Star luminescence, 30 min; stronger effect = higher value; 1 = vehicle-only enzyme signal, 0 = enzyme-free wells;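 active means activation factor of at least 2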; further: the source names both 10 and 20 µM as test concentration; values of inactives mirror those of a sister screen read the other way
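System: Mouse IAP enzyme | Also added: CDP-Star substrate | Dosing: Compounds dispensed in DMSO | Schedule: 30 min enzyme-substrate-compound incubation at room temperature | Technique: Chemiluminescence readout | Control set: DMSO-only wells and no-enzyme negative control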
The depositor's hits bear a star.

cpd	Molecule	A3G deaminase	beta cell repl	tim10-1 inh	hIAP inh	NLRP3 yeast inh	TIM10 inh	A3A deaminase	mIAP inh	mIAP act
1	C#C[C@]1(O)CC[C@H]2[C@@H]3CCC4=Cc5oncc5C[C@]4(C)[C@H]3CC[C@@]21C	-10	-8	40	-2	-26	7	-4	-4	1
2	CC1Cc2ccccc2N1C(=O)c1nn(C)cc1Br (stereo not given)	-9	0	20	3	19	-18	-3	-1	1
3	Cc1ccc(C(=O)NN2C(=O)C3C4c5ccccc5C(c5ccccc54)[C@@H]3C2=O)cc1 (stereo not given in full)	0	-3	-4	-3	17	7	-4	-4	1
4	CCOc1ccccc1C1CC(=O)NC(SCC)=C1C#N (stereo not given)	0	-1	-2	-28	0	0	3	10	0.9
5	CCOC(=O)C1(Cc2cccc(Cl)c2)CCCN(C(=O)CCSC)C1 (stereo not given)	-9	2	-13	4	15	0	-2	1	0.99
6	COc1cccc(N2CCN(S(=O)(=O)c3cc4c(cc3Cl)NC(=O)CO4)CC2)c1	4	-4	2	0	8	-7	8	10	0.9
7	CN(C)NC(=O)C(NC(=O)c1ccc(N)cc1)C12CC3CC(CC(C3)C1)C2 (stereo not given)	-5	-3	14	-10	5	-1	3	-1	1
8	Cc1ccc(NC(=O)/C(C#N)=N/Nc2ccc(C(=O)O)cc2)c(C)c1	0	0	-4	-5	19	12	7	5	0.95
9	COC(=O)c1ncn(C2OC(COC(C)=O)C(OC(C)=O)C2OC(C)=O)n1 (stereo not given)	0	0	12	-1	7	9	4	-5	1.1
10	Cc1ccccc1CN1CCN(CC(=O)NCc2ccccc2)CC1	-2	-2	-14	5	15	-4	-4	-1	1
11	COc1ccc(C(=O)NC2CC(C)(C)Cc3occc32)cc1 (stereo not given)	-3	0	16	-6	4	14	-2	-5	1
12	CC(C)[C@H](NC(=O)NCCc1ccc(F)cc1)C(=O)O	-5	-4	5	-16	-7	-8	-3	-6	1.1
13	CCCn1c(N)c(N(CCOC)C(=O)c2ccc(F)cc2)c(=O)[nH]c1=O	-4	-3	21	-24	6	-3	-5	-9	1.1
14	COc1ccc(CN2CCNC(=O)C2CC(=O)N2CCCCO2)cc1OC (stereo not given)	-8	-2	21	-11	16	-6	0	-3	1
15	N/C(=N\OC(=O)CC1CCCCC1)c1ccc([N+](=O)[O-])cc1	-4	-1	70*	5	-7	29	1	7	0.93
16	CCOc1ccc(NC(=O)C2CC(=O)N(C(C)C)C2)cc1 (stereo not given)	3	-1	-7	0	7	-8	5	4	0.96
17	C=CCOc1c(Br)cc(/C=C2/C(=O)ON=C2C)cc1OC	-7	-4	23	-12	16	-5	-4	8	0.92
18	CCCOc1ccc(/C=C2/C(=O)ON=C2C)cc1OCC	-6	-2	5	12	20	2	-3	10	0.9
19	CCC(=O)NCCc1nc2ccccc2n1CC(=O)c1ccccc1	-1	0	-5	13	9	-9	-1	-8	1.1
20	Cc1ccc(NS(=O)(=O)c2ccc(C)c(NC(=O)COc3ccccc3)c2)c(C)c1	-5	-3	17	8	1	30	-3	12	0.88
21	COC(=O)c1ccc(Oc2c(C)oc3cc(OCc4cnn(-c5ccccc5)c4)ccc3c2=O)cc1	-2	-1	8	-16	-2	-3	-1	11	0.89
22	CNC(=O)N1c2ccccc2C=Cc2ccccc21	0	0	-1	-6	11	11	-3	-2	1
23	CCCCN(CC(=O)Nc1c(C)cccc1CC)C(=O)SCC	-3	1	12	-26	-1	3	-2	3	0.97
24	CN(C)c1ccc(P(=O)(Nc2cccc(C(F)(F)F)c2)N2CCOCC2)c(NC(=O)c2cccs2)c1 (stereo not given)	-6	-6	19	-7	11	15	-2	3	0.97
25	COc1ccc(C(OCC(O)CNCCc2ccc(S(N)(=O)=O)cc2)c2ccc(OC)cc2)cc1 (stereo not given)	-6	-6	15	-22	7	1	3	-7	1.1
26	Cc1c(NS(=O)(=O)c2ccc(Cl)c(C(=O)OCC(=O)NCc3ccco3)c2)c(=O)n(-c2ccccc2)n1C	-9	3	8	-4	14	4	5	4	0.96
27	COc1ccc(S(=O)(=O)N(C)CC(=O)NCCC2=CCCCC2)cc1C	-7	-1	23	15	16	13	-1	-4	1
28	O=C(Cn1cc(C(F)(F)F)cc(Cl)c1=O)NCCc1ccccc1	-3	2	-13	10	12	8	3	4	0.96
29	CC(=O)Nc1ccc(S(=O)(=O)N(C)CC(=O)Nc2ccccc2N2CCOCC2)cc1	-2	-1	8	1	-4	-14	0	-8	1.1
30	COc1cc(OC)c(C(=O)OCC(=O)NCCC2=CCCCC2)cc1OC	-9	3	-2	-8	18	-1	7	-4	1
31	O=C1NC(c2ccccc2)=C(c2nc3ccccc3s2)C(c2ccccc2)N1 (stereo not given)	-2	-6	20	9	-6	38	2	8	0.92
32	CC(C)c1nc2n[nH]c(N)c2c2c1CSC(C)(C)C2	9	-3	38	9	7	19	-11	-2	1
33	Cc1ccc(S(=O)(=O)NC(=O)Nc2ccccc2F)cc1	-4	-1	8	-13	0	-14	-3	14	0.86
34	COc1cc2c(cc1OC)-c1cc(N3CCCc4ccccc43)nc(=O)n1CC2	6	5	10	7	13	-12	3	-2	1
35	Cc1cc(-c2n[nH]c(=S)n2Cc2ccco2)n(C)n1	15	-4	12	5	7	-1	-1	3	0.97
36	Cc1c(C(=O)O)sc(S(=O)(=O)N2CCN(C(=O)Cc3ccccc3Cl)CC2)c1C(=O)O	-7	4	-13	1	13	7	3	18	0.82
37	O=C(Nc1ccccc1)N1CCC(C(=O)N2CCCC(C(F)(F)F)C2)CC1 (stereo not given)	-4	4	-13	-14	19	7	-2	2	0.98
38	CSc1nc(N)nc2c1ncn2CC(=O)NCc1ccc2c(c1)OCO2	-7	0	-7	-15	11	-10	-2	0	1
39	CCOC(=O)CC(NC(=O)c1ccc(C)cc1)c1ccc(C)cc1 (stereo not given)	-5	2	14	9	12	17	-1	9	0.91
40	CCN(C(=S)Nc1ccc(C(C)=O)cc1)C1CCCCC1	-6	0	18	-6	11	-2	-2	12	0.88
41	CCCCNC(=O)CCn1c(=O)c2ccccc2n(Cc2cc(C)ccc2C)c1=O	-1	-1	-9	-10	-7	-20	0	-6	1.1
42	Cc1ccc(-n2nc(C(=O)NCc3ccco3)c3c4ccccc4n(C)c3c2=O)cc1	-6	-2	25	-8	11	27	-5	-2	1
43	CN(CC(=O)Nc1ccc(F)cc1)c1ccc(S(=O)(=O)N2CCCC2)cn1	-6	-1	3	-30	9	-5	2	-9	1.1
44	CC(C)(C)C1CCC(OCC(O)CN2CCCC2)CC1 (stereo not given)	-6	-5	5	5	2	25	-1	0	1
45	CCCN1CCN(C(=O)c2nn(-c3ccc(OC)cc3)c(=O)c3c2c2ccccc2n3C)CC1	5	-2	22	12	2	3	-1	5	0.95
46	CSc1nnc(Cn2c(=O)sc3ccccc32)n1-c1ccccc1	-2	-1	7	24	15	3	-1	4	0.96
47	O=C(N/N=C/c1ccc(O)c(O)c1)c1ccc(CSc2cccc3cccnc23)cc1	-7	-4	-3	0	-1	-2	-1	21	0.79
48	O=C1C(Cc2ccc(O)cc2)NC(=S)N1Cc1ccccc1 (stereo not given)	-5	-3	-2	9	8	8	1	2	0.98
49	CCSc1nc(=O)n(-c2ccccc2)c(C)c1C(C)=S	-4	-5	34	-2	7	11	-5	-8	1.1
50	Cc1ccc(C2C(C(=O)O)c3ccccc3C(=O)N2C)c(C)c1 (stereo not given)	-8	-1	14	-17	-2	4	-5	-10	1.1

Next section
cpd	Molecule	A3G deaminase	beta cell repl	tim10-1 inh	hIAP inh	NLRP3 yeast inh	TIM10 inh	A3A deaminase	mIAP inh	mIAP act
51	CC1=C(C(N)=O)C(c2ccccc2)n2nc(-c3cccc(C)c3)nc2N1 (stereo not given)	4	-5	33	-47	-21	6	0	-21	1.2
52	Oc1c(C=Nc2cccc3nsnc23)ccc2ccccc12	-9	-4	28	0	8	29	6	10	0.9
53	Cc1ccc(C)c(NC(=O)CN2C(=O)NC(CCc3ccccc3)C2=O)c1 (stereo not given)	-3	-2	4	5	3	0	-1	-2	1
54	CCS(=O)(=O)N1CCC(C(=O)N2CCN(Cc3ccccc3)CC2)CC1	-6	0	12	2	13	-37	-1	-7	1.1
55	O=C(O)CCCN1C(=O)/C(=C/C=C/c2ccco2)SC1=S	88	-3	6	-2	-5	8	96	68*	0.32
56	COc1ccc(CC(=O)OCC(=O)NC2CCCC(C)C2C)cc1 (stereo not given)	-1	-4	25	-8	10	12	1	-8	1.1
57	COc1ccc(NC(=O)CCc2nc3ccccc3c(=O)[nH]2)cc1S(=O)(=O)N1CCCCC1	-2	0	-9	-5	7	10	16	1	0.99
58	CCOC(=O)CSC1=C(C#N)C(c2ccccc2OCC)C(C#N)C(=O)N1 (stereo not given)	-5	1	-1	18	14	9	-6	-7	1.1
59	O=C(N/C=N/OCc1ccc(Cl)cc1Cl)NOCc1c(Cl)cccc1Cl	-7	-4	-9	-16	10	-26	2	-4	1
60	O=C1C2C3CCC(O3)C2C(=O)N1c1cccc(O)c1 (stereo not given)	-2	-1	-1	10	17	-8	-1	-1	1
61	Cc1cccc(NC(=O)C(C)OC(=O)c2ccccc2NS(=O)(=O)c2cc(C)c(C)c([N+](=O)[O-])c2)c1 (stereo not given)	-3	0	24	7	20	14	0	3	0.97
62	CC1CCN(C(=O)c2ccc3c(c2)NC(=O)CN3)CC1	-9	1	15	5	-8	5	-4	12	0.88
63	Cc1ccnc(NS(=O)(=O)c2ccc(NC(=O)c3oc4ccccc4c3C)cc2)n1	-4	0	10	-15	-5	11	-2	9	0.91
64	COc1cc2c(cc1OC)C(=O)N1[C@H]3c4ccccc4OC[C@@H]3[C@H](c3ccccc3)[C@]1(C)C(=O)N2	-8	-7	32	17	14	25	-3	0	1
65	Nc1nc(SCC(=O)Nc2ncc(Cl)cc2Cl)n[nH]1	3	-2	-9	-19	10	1	10	15	0.85
66	Cc1nn(C)cc1/C=C1\CCC/C(=C\c2cn(C)nc2C)C1=O	-6	-2	35	8	9	5	1	5	0.95
67	O=C(Nc1ccncc1)C1CCN(S(=O)(=O)c2ccc(Cl)c(C(F)(F)F)c2)CC1	-2	-3	13	-6	7	15	2	-4	1
68	COc1ccc(C(=O)Nc2ccc(O)cc2C(=O)O)cc1	-2	-2	3	4	2	7	-1	-12	1.1
69	OCc1ccc(N=Nc2ccccc2)cc1	12	-2	23	-14	41	1	4	15	0.85
70	Cc1ncc(CO)c2c1Oc1nc(-c3ccccc3)nc(SCC(=O)N3CCOCC3)c1C2	-10	1	20	2	6	-6	-6	-1	1
71	NC(=O)C(c1ccccn1)c1ncc(C(F)(F)F)cc1Cl (stereo not given)	-7	-1	2	0	10	6	-3	6	0.94
72	COc1ccc2c(-c3ccccc3)cc3nnnn3c2c1	-3	2	15	9	28	6	-4	-6	1.1
73	O=C(C1Cc2ccccc2CN1S(=O)(=O)c1ccc(F)cc1)N1CCCCCC1 (stereo not given)	0	1	34	-16	21	12	4	1	0.99
74	COc1ccc(C(=O)NCc2cccnc2)cc1S(=O)(=O)N1CCCc2ccccc21	-11	1	22	6	4	14	6	0	1

3 entries from above, ordered by number of heavy atoms, falling:
cpd	Molecule	A3G deaminase	beta cell repl	tim10-1 inh	hIAP inh	NLRP3 yeast inh	TIM10 inh	A3A deaminase	mIAP inh	mIAP act
74	COc1ccc(C(=O)NCc2cccnc2)cc1S(=O)(=O)N1CCCc2ccccc21	-11	1	22	6	4	14	6	0	1
73	O=C(C1Cc2ccccc2CN1S(=O)(=O)c1ccc(F)cc1)N1CCCCCC1 (stereo not given)	0	1	34	-16	21	12	4	1	0.99
72	COc1ccc2c(-c3ccccc3)cc3nnnn3c2c1	-3	2	15	9	28	6	-4	-6	1.1
